G6PDH counter = L. mesenteroides G6PDH inhibitors, counter-screen for G6PDH-coupled screening assays, biochemical, Leuconostoc mesenteroides enzyme | inhibition, % at 5 µM | hit rate 0.12% among 200,000 | Purified L. mesenteroides G6PDH, diaphorase/resazurin coupled fluorescence, 45 min; in the data active = inhibition above about 50%
TNAP inh noacc = human TNAP enzyme inhibitors, primary screen, biochemical, luminescent, no phosphate acceptor, uHTS; purified TNAP, CDP-star luminescence, 30 min; inhibition, % at 20 µM; hit rate 0.26% among 200,000;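 active = tissue-nonspecific alkaline phosphatase inhibition above about 50% at 20 µM in the single-dose screen, limit read from the data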;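 also: 0% = DMSO negative control and 100% = EDTA positive control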
Target sequence (P05186 whole entry, looked up): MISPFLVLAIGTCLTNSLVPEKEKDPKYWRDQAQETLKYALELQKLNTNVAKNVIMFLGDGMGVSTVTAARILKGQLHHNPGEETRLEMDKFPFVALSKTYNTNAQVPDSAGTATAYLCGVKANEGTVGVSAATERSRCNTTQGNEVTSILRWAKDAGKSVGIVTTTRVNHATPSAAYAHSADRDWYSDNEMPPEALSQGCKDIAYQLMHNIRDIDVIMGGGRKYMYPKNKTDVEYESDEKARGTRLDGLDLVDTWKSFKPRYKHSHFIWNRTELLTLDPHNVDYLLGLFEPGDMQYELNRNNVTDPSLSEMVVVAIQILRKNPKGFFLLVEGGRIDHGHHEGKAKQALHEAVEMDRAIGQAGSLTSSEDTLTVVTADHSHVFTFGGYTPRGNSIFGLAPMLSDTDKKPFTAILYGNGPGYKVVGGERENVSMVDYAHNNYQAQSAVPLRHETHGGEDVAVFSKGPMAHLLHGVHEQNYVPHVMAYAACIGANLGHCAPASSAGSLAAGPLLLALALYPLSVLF
PMI activator = activators of human PMI, primary screen, biochemical, fluorescence intensity, near-Km mannose 6-phosphate; Mannose-6-phosphate isomerase (Homo sapiens), P34949; purified human PMI, coupled resazurin fluorescence, 20 min; hits give high values; 1 = vehicle control, 0 substrate-free wells; activation factor at 20 µM; hit rate 0.005% among 190,000; AID 1214, 2008;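 active = activation factor of 2 or more at 20 µM, relative to plate controls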
Target sequence (P34949 whole entry, looked up): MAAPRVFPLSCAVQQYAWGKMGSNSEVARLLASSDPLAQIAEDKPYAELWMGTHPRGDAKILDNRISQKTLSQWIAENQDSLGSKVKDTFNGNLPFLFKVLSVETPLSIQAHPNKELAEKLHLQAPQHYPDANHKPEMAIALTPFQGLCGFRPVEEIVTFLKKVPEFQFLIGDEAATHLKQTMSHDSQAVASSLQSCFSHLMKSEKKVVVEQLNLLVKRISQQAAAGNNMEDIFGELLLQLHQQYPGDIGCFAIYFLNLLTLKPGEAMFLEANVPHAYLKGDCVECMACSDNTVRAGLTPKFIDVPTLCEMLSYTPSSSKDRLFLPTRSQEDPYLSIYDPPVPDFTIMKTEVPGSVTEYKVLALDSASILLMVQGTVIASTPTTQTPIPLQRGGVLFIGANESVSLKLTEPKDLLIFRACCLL
TNAP act hiacc = TNAP activators at high phosphate acceptor level, primary screen, biochemical, luminescence, uHTS; 200,000 tested, under 10 active; AID 1136, 2008; Alkaline phosphatase, tissue-nonspecific isozyme (Homo sapiens), P05186; purified TNAP, CDP-star luminescence, 1 M DEA, 30 min; hits give high values; 0 = EDTA background, 1 = DMSO-only activity; activation factor at 20 µM;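 active = activation factor at least 2 at 20 µM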
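Assay system: human TNAP; Input: enzyme diluted 1/800 final; Reagent: CDP-star luminogenic substrate at 100 µM final; Timing: 30 min, room temperature; Signal: luminescence; Evaluation: TNAP activation factor scaled between EDTA and DMSO control wells.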
PMI act satM6P = human PMI activators, high substrate, primary screen, biochemical, fluorescence intensity, near-saturating mannose 6-phosphate. Mannose-6-phosphate isomerase (Homo sapiens), P34949. coupled PMI enzyme assay, resazurin fluorescence, 20 min; hits give high values; 1 = untreated enzyme, 0 = substrate-free blank. activation factor at 20 µM. hit rate 0.34% among 190,000. AID 1216, 2008;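 active = activation factor of 2 or more at 20 µM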
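Test system: human PMI in coupled enzyme assay; Input: PMI at 15 ng/mL final; Medium: HEPES buffer, pH 7.4; Schedule: 20 min incubation at room temperature; Technique: resorufin fluorescence at Ex 544/Em 590 nm; Compound: 20 µM single dose; Probe or stimulus: Near-saturating mannose-6-phosphate, 1.0 mM.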
HMGR II inh = inhibitors of E. faecalis class II HMGR, primary screen, biochemical, Enterococcus faecalis; HMG-CoA reductase (Enterococcus faecalis, mvaE); hit rate 0.41% among 190,000; inhibition, % at 10 µM; purified E. faecalis HMGR, NADPH absorbance 340 nm kinetic;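 active = inhibition above a set limit, the median over all tested compounds plus 3 SD, cut at about 9.5% in these data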;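 also: enzyme runs in reverse so mevalonate oxidation gives rising NADPH absorbance; 0% = complete reaction with DMSO and 100% = background rate lacking mevalonate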
Diaph act CS = compounds boosting diaphorase resazurin reduction – biochemical, uHTS, resorufin fluorescence, counter-screen for diaphorase-coupled primary assays, primary screen. Diaphorase/resazurin coupled assay, 16 min; hits give high values; 1 = vehicle wells, 0 = NADH-free wells. activation factor at 20 µM. hit rate 0.005% among 190,000;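 active = diaphorase activity raised at least twofold by the compound at 20 µM; inactive = activation factor below 2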
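Material: Purified diaphorase enzyme from Clostridium kluyveri | Buffer or medium: 50 mM HEPES pH 7.4 with 4.542 mM MgCl2, 0.005% Tween 20 | Times: 16 min enzyme reaction, ambient temperature | Signal: Red resorufin fluorescence at 544/590 nm excitation/emission | Measure: Increased resorufin signal from activators or reducing compounds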
TNAP inh hiacc = human TNAP enzyme inhibitors, primary screen, biochemical, luminescent, high phosphate acceptor level, uHTS; inhibition, % at 20 µM; Alkaline phosphatase, tissue-nonspecific isozyme (Homo sapiens), P05186; AID 1135, 2008; hit rate 0.03% among 200,000; purified TNAP, CDP-star luminescence, 1 M DEA;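 active = over 50% inhibition of tissue-nonspecific alkaline phosphatase at 20 µM in the single-dose screen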;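 also: plate controls were DMSO wells for no effect and EDTA-quenched wells as full inhibition for full effect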
Diaphorase inh = diaphorase inhibitors and chemical oxidizers, primary screen, counter-screen for diaphorase-coupled primary assays, biochemical, uHTS, resorufin fluorescence; diaphorase resazurin-to-resorufin fluorescence, NADH, 16 min; bacterial (C. kluyveri) enzyme, not human; inhibition, % at 20 µM; hit rate 0.69% among 190,000; AID 1217, 2008;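 active = primary screen inhibition at 20 µM above a set limit, cut at about 50% in these data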;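 also: plate controls were DMSO with full reaction for no effect and wells lacking NADH for full effect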
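Test system: Clostridium kluyveri diaphorase enzyme / Quantity: diaphorase at 0.14 U/mL in enzyme working solution / Incubation: 16-min room-temperature incubation before reading / Benchmarks: NADH-free wells as positive control, DMSO-only neutral wells / Signal: resorufin fluorescence 544/590 nm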
FLuc act counter = FLuc activators, initial screening, artefact control for FLuc-dependent activation tests, biochemical, ATPlite luminescence; ATPlite luciferase biochemical, 10 min; 0 = ATP-free wells, 1 = DMSO control; AID 1027, 2008; activation factor at 10 µM; 200,000 tested, under 10 active;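 active = luciferase activation factor, scaled between plate controls, of at least 2 with compound at 10 µM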
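System: luciferase plus luciferin reagent, cell-free; medium: PBS as buffer for the ATP substrate; dosing: test compounds dosed from 2 mM stocks in 100% DMSO; timing: 10 min post-reagent at room temperature; measured by: luminescence measurement of luciferase light output; evaluation: luciferase activation, seen as luminescence increase over controls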
* hit, by the source's call.

SMILES	G6PDH counter	TNAP inh noacc	PMI activator	TNAP act hiacc	PMI act satM6P	HMGR II inh	Diaph act CS	TNAP inh hiacc	Diaphorase inh	FLuc act counter
COc1ccc(Nc2nnc(SCC(=O)c3cc(C)n(CC4CCCO4)c3C)s2)cc1 (configuration not stated)	2	-15	0.9	1	1	-1	0.9	-3	8	0.7
CC(C)CCOCC(=O)Oc1ccccc1C(=O)O	12	-23	1.1	1.1	1.1	-4	0.9	-9	12	1.1
CC(C)(C)C(=O)NC(=S)NNC(=O)c1ccc(-c2ccccc2)cc1	9	-96	1	1.1	1.2	2	0.9	-10	12	1.1
O=C(CN1CCN(C(=O)c2cccc(F)c2)CC1)Nc1ccccc1F	7	-10	1.1	1	1.1	0	1	0	-1	1
Cc1ccc(Cl)cc1NC(=O)CSc1nnc(C)n1-c1ccccc1	14	-6	1	1	0.9	-6	0.9	-2	11	1
Cc1c(CCOC(=O)c2cc([N+](=O)[O-])cc([N+](=O)[O-])c2)sc[n+]1CC(=O)c1ccc(Br)cc1	8	10	0.8	0.9	0.8	-8	1	13	0	1
CN(Cc1ccccc1)C(=O)Cn1c(=O)oc2cc(S(=O)(=O)N3CCCC3)ccc21	-2	-19	1	1	1	-4	0.9	-4	12	1.1
Cc1sc(NC(=O)Cn2[nH]c(=O)c3ccccc3c2=O)nc1-c1ccccc1	6	-12	0.7	1	0.9	0	0.9	-3	12	1
O=C(O)c1ccc(OCc2occc2C(=O)O)cc1	2	-5	1	1	1	0	0.9	-4	8	1.1
NS(=O)(=O)c1ccc(CCNC(=O)CSc2nc3ccsc3c(=O)n2CCCCC(=O)O)cc1	-2	-5	1.1	1	1	6	1	2	2	1
O=C(Nn1c(=S)[nH]c2ccccc2c1=O)c1ccncc1	10	-5	1.1	1.1	1	-5	1	-8	0	1
N#C/C(=N\Nc1ccc(F)cc1)C(=N)N1CCCCCC1	2	-4	0.9	1	0.9	1	0.9	2	10	0.4
O=C1c2ccccc2C(=O)N1c1ccc(Br)c2cccnc12	13	-4	1.1	1.1	1.1	3	1.1	-9	-12	1
c1ccc(CNc2nc(CN3CCOCC3)nc3scc(-c4ccccc4)c23)cc1	19	-10	0.9	1.1	1	-1	1	-7	-1	1
Cc1ccc(NC(=O)Cn2nnc3ccccc3c2=O)cc1	5	-11	1.2	1	1.1	-4	1.1	-5	-7	1
COc1ccc(CNC(=O)c2c(O)c3cccc4c3n(c2=O)CCC4)cc1	-6	-10	1.2	1.1	1.2	-1	0.9	-6	8	1.1
C=CCNC(=O)c1onc(CSc2ccc(OC)cc2)c1C(=O)O	2	-8	1	1	1.1	-3	1	0	0	1
CCOC(=O)C1(CCCc2ccccc2)CCN(C2CCN(C(C)=O)CC2)CC1	12	-5	0.9	1	1	-4	1	-3	3	1.1
Cc1nn(CC(=O)NCCCc2ccccc2)c(C)c1[N+](=O)[O-]	11	-2	1	1	0.9	-1	0.8	1	22	1.1
CC(NC(=S)Nc1ccc(OC(F)F)c(Cl)c1)C(C)(C)C (configuration not stated)	-2	-8	1	1	1	-7	0.9	-1	7	1
CN=c1scc(C)n1/N=C/c1ccc(O)cc1O	7	-3	1	1.1	1	-1	0.9	-7	11	0.2
CCOc1cc(/C=N/OC(C)=O)ccc1OCc1ccccc1	7	-10	1	1	1	2	0.9	-3	15	1
Cc1cc(C)cc(OCC(=O)OCC(=O)c2c(N)n(C)c(=O)n(C)c2=O)c1	4	-12	1	1	1	1	0.8	-4	17	1.1
N=c1nc(SCCC(=O)O)ss1	1	-12	0.9	1	0.9	-1	0.9	0	10	1
O=C1C2CCCN2C(c2ccc(F)cc2)N1c1cccc(Cl)c1 (configuration not stated)	1	-7	1	1	1	-5	0.9	-4	10	1
O=C1CC(Nc2ccccc2)C(=O)N1CCc1ccccc1 (configuration not stated)	6	-10	1	1.1	1	-5	0.9	-5	10	1.1
CCOCCCNC(=O)c1ccc(NC(C)=O)cc1	5	2	1.1	1.1	1.2	-4	1.1	-8	-12	1
Cc1cccc(N=C2NC(=O)c3cc([N+](=O)[O-])ccc32)c1	-2	-12	1	1	1	-3	0.8	-1	18	1
CN1CC(=O)NC1=NC(=O)C12CC3CC(CC(C3)C1)C2	2	0	1.1	1.1	1	-5	0.9	-6	9	1
COCCCn1c(SCC(=O)NC2CCCC2)nnc1-c1ccco1	1	-9	1	1	1.3	-3	0.8	-3	15	1

Part of the list above, with values under each structure:
Below each SMILES: G6PDH counter	TNAP inh noacc	PMI activator	TNAP act hiacc	PMI act satM6P	HMGR II inh	Diaph act CS	TNAP inh hiacc	Diaphorase inh	FLuc act counter
> Cc1nn(CC(=O)NCCCc2ccccc2)c(C)c1[N+](=O)[O-]
    11	-2	1	1	0.9	-1	0.8	1	22	1.1
> CC(NC(=S)Nc1ccc(OC(F)F)c(Cl)c1)C(C)(C)C (configuration not stated)
    -2	-8	1	1	1	-7	0.9	-1	7	1
> CN=c1scc(C)n1/N=C/c1ccc(O)cc1O
    7	-3	1	1.1	1	-1	0.9	-7	11	0.2
> CCOc1cc(/C=N/OC(C)=O)ccc1OCc1ccccc1
    7	-10	1	1	1	2	0.9	-3	15	1
> Cc1cc(C)cc(OCC(=O)OCC(=O)c2c(N)n(C)c(=O)n(C)c2=O)c1
    4	-12	1	1	1	1	0.8	-4	17	1.1

(list continues)
SMILES	G6PDH counter	TNAP inh noacc	PMI activator	TNAP act hiacc	PMI act satM6P	HMGR II inh	Diaph act CS	TNAP inh hiacc	Diaphorase inh	FLuc act counter
Cc1ccc(-n2nnc3c(=O)n(CC(=O)NCC4CCCO4)cnc32)cc1 (configuration not stated)	2	-2	1.2	1	1.1	7	1	-4	-3	1.1
COc1ccc(N(CC(O)Cn2cnc3ccccc32)S(=O)(=O)c2ccc(C)cc2)cc1 (configuration not stated)	8	-14	0.7	1	0.8	0	0.8	-4	22	1
Cc1nc2ccc(Cl)cc2c(-c2ccccc2F)c1CC(=O)O	8	-7	1.2	1	1.3	-2	1	-4	2	1
CCOC(=O)N1CCC(NC(=O)CSCc2nc(-c3sccc3C)oc2C)CC1	6	-10	0.9	1	0.9	-6	0.7	-2	30	1.1
CCC(CC)C(=O)Nc1cccc(C(=O)Nc2ccc(S(N)(=O)=O)cc2)c1	9	-4	1	1.1	1	-4	0.9	-5	6	1.1
Cc1ccc(C(=O)N2CCN(c3ccc(C(F)(F)F)cn3)CC2)c(C)c1	0	-2	0.9	1	1	-1	1	-4	2	1
CCN(CC)CCC(C)OC(c1ccccc1)c1ccccc1 (configuration not stated)	6	-12	1.1	1	1.1	1	0.8	-4	20	1
COc1ccc2[nH]c(=O)c(CN(Cc3cccnc3)C(=O)Nc3ccccc3)cc2c1	4	-13	1.1	1.1	0.9	-4	0.9	-6	11	1
CN(C)c1ccc(/C=N/NC(=O)c2ccccc2O)o1	10	-186	1.2	1	1.1	2	1	-1	5	0.6
O=C(NN=C1c2ccccc2-c2ccccc21)c1ccccn1	16	4	0.8	1	0.8	-3	0.9	-2	11	0.9
CCOC(=O)c1snc2c(=O)[nH]cnc12	-1	-16	1	1.1	1	1	0.9	-9	10	1.1
O=S1(=O)CC(O)C(NCCO)C1 (configuration not stated)	5	-1	1	1	1	-1	0.9	-2	8	1.1
Cc1cc(C)nc(Nc2ccc(N3CCCC3)cc2)n1	11	-1	0.6	0.9	1	-2	0.7	7	29	0.9
Cc1ccc(S(=O)(=O)N2CCCCC2)cc1NC(=O)COC(=O)C1=COCCO1	6	-11	1.1	1	1.1	1	1.1	-4	-9	1.1
COc1cc(CNCc2ccccc2)cc(Cl)c1OC	8	-6	1	1.1	0.9	-8	0.8	-5	17	1.1
CCOc1ccc(-c2nc(N)ncc2-c2ccc(OC)cc2)c(O)c1	-6	-8	0.9	1	0.8	-4	0.8	-5	23	1
CC(C)(C)NC(=O)COC(=O)CCC(=O)c1ccc(Cl)cc1	2	-12	1	1	1	3	1	-4	0	1
Cc1cccc(C)c1OCC(O)CN(Cc1ccccc1O)C1CCCCC1 (configuration not stated)	-9	0	1	1	1	-7	1	4	2	1
O=C(CSc1nc2[nH]ncc2c(=O)n1-c1ccccc1)c1ccc2c(c1)OCCO2	-49	-6	0.9	1.1	0.9	-5	0.8	-7	22	1.1
Cc1cccc2sc(NC(=O)CCNS(=O)(=O)c3cccs3)nc12	3	-4	0.9	1	1	-2	0.8	-3	20	1
CN1CCN(C(=O)c2cnn3c2NC(c2ccccc2)CC3C(F)(F)F)CC1 (configuration not stated)	13	-8	0.9	1	0.9	-3	0.9	-2	6	1.1
CCN(CC(=O)NCc1ccc(Cl)cc1)S(=O)(=O)c1ccc(NC(C)=O)cc1	2	-1	1.1	1	1.1	1	1	-3	2	1
Cc1ccc(S(=O)(=O)NCc2ccc(C(=O)NCc3cccnc3)cc2)cc1	4	-6	1	1	1	1	0.9	0	8	1
O=C(NC(=S)Nc1ccc(N2CCCC2)cc1)c1ccccc1[N+](=O)[O-]	-2	-6	1	1	1	-2	0.9	-1	8	1.1
CC1CCN(C(=O)C2CCN(S(=O)(=O)c3cccc4nonc34)CC2)CC1	1	-8	0.9	1	1	-4	0.8	-3	16	1.1
CCc1noc(C)c1C(=O)Nc1sc(C(=O)N(C)C)c(C)c1C(=O)OC	1	-11	0.9	1	1	4	0.9	-4	14	1
CC(C)(C)S(=O)(=O)/C(C#N)=N/Nc1ccc(S(N)(=O)=O)cc1	9	-8	1	1	1	-1	0.9	4	6	1
COC(=O)N/N=C/c1sc(N2CCCCC2)nc1-c1cccs1	9	2	0.9	1	0.6	-5	1.1	-1	-9	0.9

High-throughput results from PubChem BioAssay.
